ARNT TACC3 PPI: ARNT/TACC3 interaction disruption; AlphaScreen His-ARNT PAS-B/GST-TACC3 binding, luminescence; TACC3 fragment carries E629A point mutation; inhibition, % at 9.99 µM; 0.66% of 390,000 active; AID 623870;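 active = mean inhibition of replicates at least 50% and at least half of replicates each reaching 50%; inconclusive = half or more replicates reach 50% but mean below 50%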;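 also: 0% = complete ARNT plus TACC3 wells and 100% = ARNT alone without TACC3; many hits fall short of the cut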
SIRT5 inh: inhibitors of human sirtuin-5 desuccinylase. Purified SirT5, succinyl-peptide AMC, trypsin-coupled fluorescence. inhibition, % at 15 µM. 1.1% of 330,000 active; in the data active = inhibition above about 15%; inconclusive = no clear call, values can overlap the other calls
Target sequence (Q9NXA8 whole entry, looked up): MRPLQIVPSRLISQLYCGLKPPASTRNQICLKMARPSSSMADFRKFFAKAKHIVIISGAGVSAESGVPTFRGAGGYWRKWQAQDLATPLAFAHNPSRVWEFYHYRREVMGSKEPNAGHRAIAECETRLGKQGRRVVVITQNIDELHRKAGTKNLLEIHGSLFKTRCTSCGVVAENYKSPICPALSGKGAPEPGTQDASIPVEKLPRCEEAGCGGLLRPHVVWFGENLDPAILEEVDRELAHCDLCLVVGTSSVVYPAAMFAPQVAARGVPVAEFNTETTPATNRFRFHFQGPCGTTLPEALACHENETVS
Statin myotox sup: suppressors of simvastatin-induced myotoxicity in C2C12 myotubes; rescue of ATP level, % at 7.49 µM; ATP luminescence, 48 h; scaled: DMSO 0, geranylgeraniol control 100; 0.78% of 330,000 active;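 active = mean ATP rescue above about 67%, or every replicate alone reaching that limit, limit read from the data, passing the limit was not always enough; inconclusive = no clear call, values can overlap the other calls; inactive = mean under the limit and some replicate under it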;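 also: myotubes were challenged with 10 µM simvastatin during compound exposure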
ERp5 block: inhibitors of human ERp5. AID 651711. inhibition, % at 9.99 µM. ERp5 insulin aggregation, absorbance 650 nm, 90 min. Q15084. 0.05% of 350,000 active;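 active = mean replicate inhibition above about 25%, with every replicate also reaching it, limit read from the data, passing the limit was not always enough; inconclusive = only one of those two criteria met; inactive = neither criterion met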
Target sequence (Q15084 whole entry, looked up): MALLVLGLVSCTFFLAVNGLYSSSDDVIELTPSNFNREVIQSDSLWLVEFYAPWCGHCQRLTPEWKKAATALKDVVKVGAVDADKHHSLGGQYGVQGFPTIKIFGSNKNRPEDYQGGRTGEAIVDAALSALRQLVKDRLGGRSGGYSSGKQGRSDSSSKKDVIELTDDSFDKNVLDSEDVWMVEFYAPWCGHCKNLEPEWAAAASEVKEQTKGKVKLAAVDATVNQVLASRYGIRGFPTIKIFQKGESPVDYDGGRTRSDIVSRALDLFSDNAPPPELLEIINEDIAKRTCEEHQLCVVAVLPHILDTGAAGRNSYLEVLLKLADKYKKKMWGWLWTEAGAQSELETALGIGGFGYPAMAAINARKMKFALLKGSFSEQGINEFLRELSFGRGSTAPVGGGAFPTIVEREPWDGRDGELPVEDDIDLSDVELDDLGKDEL
esBAF inh: blocks esBAF chromatin remodeling in mouse ES cells. Bmi1-luciferase knock-in reporter, 24 h; 100% = twice the neutral-well signal. reporter increase, % at 12.5 µM. 2% of 350,000 active. AID 602393; in the data active = activation above about 40%; inconclusive = no clear call, values can overlap the other calls;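 also: 0% = median of the plate's neutral control wells and 100% = double that signal; a rise in the Bmi1 reporter signal indicates esBAF inhibition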
Cneo AK release: causes C. neoformans cell lysis | adenylate kinase release luminescence, 4 h; normalised: neutral wells 0, clomiphene wells 100 | 0.2% of 360,000 active | lysis activity, % at 15 µM | AID 651654;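 active = mean lysis activity across replicates of at least 80%, whatever share of replicates individually reach that level; inactive = mean lysis activity below 80%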
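Signal: Adenylate kinase release luminescence | Assay system: Log-phase Cryptococcus neoformans yeast cells | Input: Cells at 5 × 10^6 per mL | Buffer or medium: Fresh YPD growth medium | Compound: Single dose | Schedule: Static 4 h at 37 °C with compound, 1 h detection | Controls: Clomiphene | Read-out: Luminescence rise reflecting yeast cell lysis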
miR-122 sensor: miR-122 inhibition in Huh7 cells | activation (reporter increase), % at 12.5 µM | Huh7 miR-122 Renilla luciferase sensor, 48 h; neutral wells = 0, positive control = 100 | AID 602342 | 0.3% of 340,000 active;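 active = mean replicate activation score at least 90 and every replicate individually at or above 90; inconclusive = only one of the two criteria met; inactive = neither criterion met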;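 also: higher luciferase means less miR-122 activity so hits act as miR-122 inhibitors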
Numbers without * were called inactive; ? = inconclusive; · = not tested or not shown; & = joins results of further samples; [ ] = remark or other dose.

Screens by letter: A = ARNT TACC3 PPI; B = SIRT5 inh; C = Statin myotox sup; D = ERp5 block; E = esBAF inh; F = Cneo AK release; G = miR-122 sensor
1. CN(C)C(=O)CSc1nc(-c2cccs2)c(-c2cccs2)[nH]1
  A: -1; B: 1; C: 4; D: 1; E: -4; F: -6; G: 5
2. CCSc1nnc(NC(=O)[C@@H](NC(=O)c2cccc(C)c2)C(C)C)s1
  A: -47; B: ·; C: ·; D: ·; E: ·; F: 2; G: -2
3. COc1ccc2[nH]cc(CCN3C(=O)CCC3=O)c2c1
  A: -4; B: ·; C: 0; D: ·; E: -9; F: 0; G: -2
4. CCOc1ccccc1C(=O)NC(C)CCc1ccccc1 (stereo not drawn)
  A: ·; B: ·; C: ·; D: -1; E: ·; F: -1; G: 3
5. OCCOc1ccc(CN2CCCC(N3CCN(c4ccc(F)cc4)CC3)C2)cc1 (stereo not drawn)
  A: ·; B: 2; C: -1; D: -3; E: -2; F: 0; G: -6
6. CCC(OC(=O)c1cccs1)C(=O)NCc1ccc2c(c1)OCO2 (stereo not drawn)
  A: 0; B: ·; C: ·; D: ·; E: 10; F: 0; G: 11
7. O=C(O)c1ccc(N/N=C/c2ccc(-c3ccc(Cl)cc3Cl)o2)cc1
  A: -16; B: 2; C: ·; D: -5; E: ·; F: ·; G: ·
8. C(=N\Nc1nc2ccccc2[nH]1)/c1ccc2ncccc2c1
  A: -5; B: -2; C: -19; D: 4; E: -33; F: 5; G: -14
9. COc1ccc(NC(=S)NCCN2CCOCC2)cc1
  A: 8; B: 0; C: ·; D: 5; E: ·; F: ·; G: 1
10. CCSc1nc(C)c(C(C)=O)cc1C#N
  A: -26; B: ·; C: 1; D: ·; E: 0; F: 5; G: ·
11. COc1ccc(-c2[nH]ncc2CN(CC2CCC(=O)N2)C(C)C)cc1F (stereo not drawn)
  A: 4; B: -3; C: 10; D: 10; E: -7; F: -2; G: -3
12. COc1ccc(S(=O)(=O)Nc2ccc3c(c2)C(=O)N([C@H](C)CO)C[C@H](C)[C@H](CN(C)Cc2ccncc2)OCCCC[C@@H](C)O3)cc1
  A: -8; B: 0; C: ·; D: 1; E: 3; F: 0; G: 16[16.7 µM]
13. Cc1cccc(C(=O)NCCCN(C)CCCNC(=O)c2cccc(C)c2)c1
  A: -2; B: ·; C: 5; D: 3; E: 3; F: 1; G: -5
14. Cc1ccc(NC(=O)[C@@H](C)NC(=O)[C@@H]2Cc3ccccc3CN2)cc1
  A: 4; B: -3; C: 10; D: 6; E: 27; F: 2; G: -7
15. Cc1ccc2nc(SCC(=O)N(CC(C)C)c3c(N)n(CC(C)C)c(=O)[nH]c3=O)[nH]c2c1
  A: 1; B: ·; C: 101*; D: ·; E: 4; F: 4; G: 3
16. COC(=O)c1ccc(NC(=O)c2ccc(NC(=O)C3CCCO3)cc2)cc1 (stereo not drawn)
  A: -5; B: -3; C: ·; D: -4; E: ·; F: ·; G: ·
17. COc1ccccc1CCN1CCCC(CN(C)Cc2ccc(OCCO)cc2)C1 (stereo not drawn)
  A: 3; B: 3; C: 3; D: 1; E: 3; F: 0; G: 4
18. CCc1cnc(N2[C@H](C#N)[C@H](c3ccc(-c4cccc(F)c4)cc3)[C@H]2CO)s1
  A: -3; B: 4; C: 23; D: 1; E: 0; F: -8; G: ·
19. O=C(CSC1=NS(=O)(=O)c2cc(F)ccc2N1)NCc1ccccc1
  A: 9; B: -4; C: 14; D: 1; E: -3; F: ·; G: 8
20. Nn1c(SCc2ccccc2)nc2c(cnn2-c2ccccc2)c1=O
  A: -1; B: -2; C: ·; D: 0; E: ·; F: ·; G: ·
21. CC(OC(=O)c1cccc(S(=O)(=O)N2CCCCC2)c1)C(=O)NCC1CCCCC1 (stereo not drawn)
  A: 8; B: -5; C: 0; D: 7; E: 8; F: 0; G: 5
22. COCCCNC(=O)NC(=O)c1ccccc1
  A: ·; B: ·; C: -5; D: ·; E: 0; F: ·; G: -7
23. COc1ccc([C@@H]2[C@@H]3C(=O)N(C(C)(C)C)C(=O)[C@@H]3[C@]3(Cc4ccc(Cl)cc4)C(=O)N(c4cccc(C)c4)C(=O)N23)cc1
  A: -1; B: -2; C: 6; D: 2&0; E: -5; F: 1; G: 6
24. COc1ccc(NC(=O)C23CCC(C)(C(=O)C2)C3(C)C)cc1 (stereo not drawn)
  A: -10; B: ·; C: ·; D: ·; E: -3; F: -5; G: 3
25. CC(Sc1ccc(Br)cc1)C(N)=O (stereo not drawn)
  A: -7; B: ·; C: 5; D: ·; E: -5; F: -1; G: 7
26. CCn1cc(CN2CCc3c([nH]c4ccccc34)C2c2cccc(OC)c2)c(C)n1 (stereo not drawn)
  A: 8; B: -6; C: ·; D: 4; E: ·; F: ·; G: 6
27. CCOc1ccc(CN2CCC(n3nccc3NC(=O)CCCc3ccccc3)CC2)cc1
  A: 26; B: -2; C: 12; D: -4; E: 7; F: 2; G: -3
28. COCCN(Cc1cc2cc3c(cc2nc1Cl)OCO3)C(=O)c1cccc(C)c1
  A: -3; B: -1; C: ·; D: ?; E: ·; F: -2; G: -3
29. COCc1cc(C)nc(SCC(=O)N2CCC(C)CC2)c1C#N
  A: -4; B: ·; C: 2; D: ·; E: -6; F: -5; G: -2
30. Cc1cccc(NC(=O)CNC(=O)c2cccs2)n1
  A: -6; B: 3; C: -2; D: 2; E: 3; F: -3; G: -6
31. CNC[C@H]1Oc2ccc(NS(=O)(=O)c3ccc(Cl)cc3)cc2C(=O)N([C@@H](C)CO)C[C@@H]1C
  A: 5; B: -7; C: 7; D: 0; E: -10; F: ·; G: 34[16.7 µM]
32. CC(=O)Nc1ccc(S(=O)(=O)Nc2nc3n(n2)C(c2ccccc2)CC(=O)N3)cc1 (stereo not drawn)
  A: 2; B: ·; C: ·; D: ·; E: 3; F: -1; G: 5
33. C[C@H](NC(=O)[C@@H]1N[C@@H]2c3ccc(C4=CCCCC4)c(=O)n3C[C@@H]2[C@H]1CO)c1ccccc1
  A: -4; B: 4; C: 23; D: -5; E: 9; F: -3; G: 0[16.7 µM]
34. COC(=O)C1Cc2c([nH]c3ccccc23)CN1 (stereo not drawn)
  A: 1; B: ·; C: -6; D: ·; E: -2; F: 1; G: 3
35. FC(F)(F)c1ccc(C2Nc3cccc4cccc(c34)N2)cc1
  A: 3; B: 6; C: -1; D: -2; E: 1; F: ·; G: 8
36. Cn1c(N)c(C(=O)COC(=O)c2nc(Cl)ccc2Cl)c(=O)n(C)c1=O
  A: 0; B: -5; C: 5; D: -1; E: -11; F: -2; G: -4
37. O=S(=O)(NC(=NC1CCCCC1)c1ccccc1F)c1ccccc1
  A: ·; B: -4; C: 33; D: 2; E: -1; F: -1; G: 10
38. NCCCC[C@H]1CNC(=S)N1CC1(c2ccccc2)CC1
  A: -4; B: ·; C: -9; D: 0; E: -1; F: 3; G: 2
39. CO[C@@H]1CN(C)C(=O)c2ccc(NC(=O)C3CCCC3)cc2OC[C@H](C)N(C)C[C@H]1C
  A: -10; B: -2; C: 0; D: 3; E: 3; F: -2; G: -5[16.7 µM]
40. O=C(CCC1CCCN(C(=O)c2ccsc2)C1)NCc1ccc(F)c(F)c1 (stereo not drawn)
  A: -1; B: 2; C: ·; D: -4; E: 1; F: 4; G: ·

3 structures already listed, arranged by length of the SMILES, smallest number first.
Screens by letter: A = ARNT TACC3 PPI; B = SIRT5 inh; C = Statin myotox sup; D = ERp5 block; E = esBAF inh; F = Cneo AK release; G = miR-122 sensor
30. Cc1cccc(NC(=O)CNC(=O)c2cccs2)n1
  A: -6; B: 3; C: -2; D: 2; E: 3; F: -3; G: -6
28. COCCN(Cc1cc2cc3c(cc2nc1Cl)OCO3)C(=O)c1cccc(C)c1
  A: -3; B: -1; C: ·; D: ?; E: ·; F: -2; G: -3
27. CCOc1ccc(CN2CCC(n3nccc3NC(=O)CCCc3ccccc3)CC2)cc1
  A: 26; B: -2; C: 12; D: -4; E: 7; F: 2; G: -3

Molecules listed so far containing an NH in an aromatic ring:
Screens by letter: A = ARNT TACC3 PPI; B = SIRT5 inh; C = Statin myotox sup; D = ERp5 block; E = esBAF inh; F = Cneo AK release; G = miR-122 sensor
1. CN(C)C(=O)CSc1nc(-c2cccs2)c(-c2cccs2)[nH]1
  A: -1; B: 1; C: 4; D: 1; E: -4; F: -6; G: 5
3. COc1ccc2[nH]cc(CCN3C(=O)CCC3=O)c2c1
  A: -4; B: ·; C: 0; D: ·; E: -9; F: 0; G: -2
8. C(=N\Nc1nc2ccccc2[nH]1)/c1ccc2ncccc2c1
  A: -5; B: -2; C: -19; D: 4; E: -33; F: 5; G: -14
11. COc1ccc(-c2[nH]ncc2CN(CC2CCC(=O)N2)C(C)C)cc1F (stereo not drawn)
  A: 4; B: -3; C: 10; D: 10; E: -7; F: -2; G: -3
15. Cc1ccc2nc(SCC(=O)N(CC(C)C)c3c(N)n(CC(C)C)c(=O)[nH]c3=O)[nH]c2c1
  A: 1; B: ·; C: 101*; D: ·; E: 4; F: 4; G: 3
26. CCn1cc(CN2CCc3c([nH]c4ccccc34)C2c2cccc(OC)c2)c(C)n1 (stereo not drawn)
  A: 8; B: -6; C: ·; D: 4; E: ·; F: ·; G: 6
34. COC(=O)C1Cc2c([nH]c3ccccc23)CN1 (stereo not drawn)
  A: 1; B: ·; C: -6; D: ·; E: -2; F: 1; G: 3

Screens from PubChem BioAssay.
